Bioassay records from PubChem BioAssay.
APJ ag: agonists of human apelin receptor APJ, primary screen, CHO-K1 cells, PathHunter beta-arrestin, luminescence | 330,000 tested, 0.11% active | P35414 | 0% DMSO wells, 100% apelin | activation, % at 20 µM;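 active = activation more than six SD over the plate average, tested at 20 µM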;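 note: 0% = DMSO alone and 100% = apelin-13 at 10 nM; some results filed as inactive read as strong as hits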
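Test system – PathHunter CHO-K1 APJ (AGTRL-1) beta-arrestin reporter cells · Input – 1000 cells/well · Compound – single test compound dose, 20 µM final, 1% DMSO · Times – compound stimulation 90 min at 25 °C, detection 60 min · Technique – beta-gal luminescence · Read-out basis – APJ–arrestin association signal · Control set – negative DMSO alone, positive Apelin-13 at 10 nM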
CHOP UPR activ: activators of apoptotic CHOP UPR arm, primary screen, cell-based, CHO-CHOP luciferase reporter, luminescence, uHTS; UPR activation; percent of tunicamycin response over DMSO baseline; activation, % at 10 µM; 330,000 tested, 0.34% active; AID 449763, 2010;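 active = at 10 µM dose, activation of 40% or more, normalized to positive control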;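 note: 100% = tunicamycin at 10 µg/mL and 0% = DMSO alone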
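Assay system: CHO-CHOP cells, stable luciferase reporter of PERK-eIF2a-CHOP signalling / Buffer or medium: F12 plus 10% serum / Compound dosing: one dose, 10 µM in 0.5% DMSO / Times: 6 h compound treatment, 37 °C / Technique: luciferase luminescence / Read-out: % reporter activation, DMSO baseline versus tunicamycin full activation / Benchmarks: tunicamycin and DMSO controls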
697 NFkB inh: inhibitors of PMA/ionomycin-induced NF-kB reporter, 697 cells, primary screen, B-cell NF-kB inhibitor project, cell-based, luminescence, uHTS | 330,000 tested, 0.33% active | inhibition, % at 4 µM | AID 435022, 2010 | 697 B-cell NF-kB luciferase reporter, 16 h; in the data active = inhibition above about 35%
Mdm2 MdmX PPI: inhibitors of human Mdm2-MdmX association, primary screen, cell-based, luminescence, split luciferase, SaOS-2, uHTS; Protein Mdm4 (Homo sapiens) + E3 ubiquitin-protein ligase Mdm2 (Homo sapiens), …; SaOS-2 split-luciferase Mdm2/MdmX complementation; 330,000 tested, 3% active; inhibition, % at 8 µM;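 active = inhibition of at least 50% at 8 µM in the primary screen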
Target sequence (O15151 whole entry, looked up): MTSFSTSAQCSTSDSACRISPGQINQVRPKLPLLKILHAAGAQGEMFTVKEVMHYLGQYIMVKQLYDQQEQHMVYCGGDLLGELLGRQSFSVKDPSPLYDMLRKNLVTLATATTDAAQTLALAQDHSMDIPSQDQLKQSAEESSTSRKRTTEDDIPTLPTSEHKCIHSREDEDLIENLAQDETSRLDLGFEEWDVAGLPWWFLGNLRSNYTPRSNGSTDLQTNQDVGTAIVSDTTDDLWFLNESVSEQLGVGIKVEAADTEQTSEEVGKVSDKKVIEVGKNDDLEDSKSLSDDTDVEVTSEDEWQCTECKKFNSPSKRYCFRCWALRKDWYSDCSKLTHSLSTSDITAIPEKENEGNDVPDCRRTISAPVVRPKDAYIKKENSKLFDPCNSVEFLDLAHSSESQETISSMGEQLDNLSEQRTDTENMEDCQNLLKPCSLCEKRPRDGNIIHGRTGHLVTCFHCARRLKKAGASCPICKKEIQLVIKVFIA
Target sequence (Q00987 whole entry, looked up): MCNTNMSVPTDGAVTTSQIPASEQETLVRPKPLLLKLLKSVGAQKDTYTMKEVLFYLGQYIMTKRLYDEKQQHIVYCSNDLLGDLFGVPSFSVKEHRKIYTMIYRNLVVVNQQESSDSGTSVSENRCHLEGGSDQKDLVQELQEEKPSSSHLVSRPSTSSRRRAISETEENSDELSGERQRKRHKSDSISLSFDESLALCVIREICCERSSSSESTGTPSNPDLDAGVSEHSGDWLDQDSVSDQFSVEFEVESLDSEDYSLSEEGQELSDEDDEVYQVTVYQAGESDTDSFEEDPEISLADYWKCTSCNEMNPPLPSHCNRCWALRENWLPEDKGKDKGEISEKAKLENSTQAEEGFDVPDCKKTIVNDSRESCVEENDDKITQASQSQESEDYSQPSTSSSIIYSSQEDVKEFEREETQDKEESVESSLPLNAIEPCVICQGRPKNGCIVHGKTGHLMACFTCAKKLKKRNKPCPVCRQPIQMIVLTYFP
APJ antag: antagonists of human apelin receptor APJ, primary screen, CHO-K1 cells, beta-arrestin complementation, luminescence | P35414 | inhibition, % at 20 µM | 330,000 tested, 0.32% active | AID 2521, 2010;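 active = inhibition above about 40% at 20 µM, limit read from the data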;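 note: cells challenged with 10 nM apelin-13 agonist together with compound; plate controls were apelin-13 plus DMSO wells for no effect and DMSO wells lacking apelin-13 for full effect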
Jurkat NFkB inh: inhibitors of induced NF-kB luciferase reporter, primary screen, TCR NF-kB activation inhibitor project, cell-based, luminescence, uHTS | 330,000 tested, 0.53% active | inhibition, % at 4 µM | AID 435003, 2010 | Jurkat, PMA/ionomycin-induced NF-kB luciferase reporter; in the data active = inhibition above about 50%
tim23-1 inh: growth inhibitors of tim23-1 mutant yeast, primary screen, luminescence, uHTS. inhibition, % at 20 µM. S. cerevisiae tim23-1 growth, BacTiter-Glo luminescence, 24 h. AID 463212, 2010. 330,000 tested, 1.3% active;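 active = growth inhibition of the mutant yeast at or above 50%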;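 note: temperature-sensitive mutant grown at 25 °C; plate controls were DMSO-treated mutant yeast for no effect and medium wells lacking yeast for full effect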
XBP1 UPR activ: activators of adaptive XBP1 UPR arm, primary screen, cell-based, CHO-XBP1 luciferase reporter, luminescence, uHTS; activation, % at 20 µM; IRE1-XBP1 UPR activation; percent of tunicamycin response, DMSO as zero; AID 463104, 2010; 330,000 tested, 0.33% active;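 active = versus positive control, 20 µM dose yields 30% or more activation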;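 note: 100% = tunicamycin at 10 µg/mL and 0% = DMSO only wells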
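Signal: luciferase luminescence; Assay system: CHO-XBP1 luciferase reporter cells; Amount: one thousand reporter cells per well; Dosing: 20 µM single concentration, DMSO 1%; Benchmarks: high control tunicamycin 10 µg/mL final, low control DMSO vehicle only; Schedule: 6 h compound exposure at 37 °C, 5% CO2; Evaluation: percent activation relative to tunicamycin reference.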
Numbers without * were called inactive; & = joins results of further samples.

For N#C/C(=N\O)c1nc(-c2ccccc2)cs1 the results were APJ ag -4&-3, CHOP UPR activ -0.8&-1.1, 697 NFkB inh 4&-2, Mdm2 MdmX PPI 27&11, APJ antag 11&6, Jurkat NFkB inh 0&-9, tim23-1 inh 10&1 and XBP1 UPR activ 3&1.
`COc1ccc(NC(=O)COc2ccccc2F)cc1S(=O)(=O)N1CCCCC1` gave APJ ag -3, CHOP UPR activ 1.8, 697 NFkB inh -4, Mdm2 MdmX PPI 16, APJ antag -56, Jurkat NFkB inh 4, tim23-1 inh -6 and XBP1 UPR activ 2.
COc1ccc(C(=O)NCC(=O)OCC(=O)NC2CCCCCC2)cc1OC was read as APJ ag -3, CHOP UPR activ 0.6, 697 NFkB inh -4, Mdm2 MdmX PPI -7, APJ antag 8, Jurkat NFkB inh -5, tim23-1 inh -4 and XBP1 UPR activ -3.
For CC(=O)c1c(-c2ccccc2)c2ccccc2[nH]c1=O the results were APJ ag -3, CHOP UPR activ -0.6, 697 NFkB inh 12, Mdm2 MdmX PPI 33, APJ antag 15, Jurkat NFkB inh 17, tim23-1 inh 12 and XBP1 UPR activ 8.
CCOc1ccccc1Nc1nnc(SC(C)C(=O)Nc2nc(-c3ccccc3)cs2)s1 (configuration not stated) was read as APJ ag -4, CHOP UPR activ 0.3, 697 NFkB inh -35, Mdm2 MdmX PPI 86*, APJ antag 7, Jurkat NFkB inh -2, tim23-1 inh 12 and XBP1 UPR activ -1.
Screening COc1ccc(COC(=O)Nc2c(SC)nsc2SC)cc1 returned APJ ag -3, CHOP UPR activ 0.7, 697 NFkB inh 4, Mdm2 MdmX PPI 0, APJ antag -28, Jurkat NFkB inh -3, tim23-1 inh 15 and XBP1 UPR activ 2.
Screening CC(=O)c1ccc(NC(=O)COc2ccccc2C(=O)Nc2ccc(C)cn2)cc1 returned APJ ag -1, CHOP UPR activ 0.9, 697 NFkB inh -10, Mdm2 MdmX PPI -8, APJ antag -1, Jurkat NFkB inh -2, tim23-1 inh -9 and XBP1 UPR activ 4.
`COC(=O)c1c(C)[nH]c(C(=O)C(C)OC(=O)C2CC2C)c1C` (configuration not stated) gave APJ ag -3, CHOP UPR activ -0.5, 697 NFkB inh 9, Mdm2 MdmX PPI 27, APJ antag 7, Jurkat NFkB inh -6, tim23-1 inh 15 and XBP1 UPR activ 1.
O=C(O)c1ccc(COc2ccc(Cl)cc2)o1 was read as APJ ag -4, CHOP UPR activ 0.3, 697 NFkB inh -6, Mdm2 MdmX PPI 4, APJ antag 8, Jurkat NFkB inh 0, tim23-1 inh 3 and XBP1 UPR activ -1.
Cc1ccccc1-c1ccc(=O)n(CC(=O)Nc2ccc(-n3cnnn3)cc2)n1 was read as APJ ag -5, CHOP UPR activ 1.6, 697 NFkB inh 24, Mdm2 MdmX PPI 4, APJ antag 7, Jurkat NFkB inh 19, tim23-1 inh -17 and XBP1 UPR activ 0.
`Cc1ccc(CN2CCN(c3ccccc3Cl)CC2)o1` gave APJ ag -2, CHOP UPR activ 0.2, 697 NFkB inh 9, Mdm2 MdmX PPI 13, APJ antag 4, Jurkat NFkB inh 15, tim23-1 inh 7 and XBP1 UPR activ -4.
Screening COc1ccc(S(=O)(=O)NCCSC(C)(C)C)c(Cl)c1Cl returned APJ ag -3, CHOP UPR activ 0.6, 697 NFkB inh 13, Mdm2 MdmX PPI -3, APJ antag 4, Jurkat NFkB inh -10, tim23-1 inh 42 and XBP1 UPR activ 0.
Screening C=CC[C@@H](CC(=O)N[C@H](CO)Cc1ccccc1)C(=O)N[C@H](C)COC(=O)[C@@H](CC=C)CC(=O)OC(C)(C)C returned APJ ag -5, CHOP UPR activ 0.5, 697 NFkB inh 7, Mdm2 MdmX PPI 17, APJ antag 5, Jurkat NFkB inh 2, tim23-1 inh 3 and XBP1 UPR activ 1.
For COCCNC(=O)CSc1n[nH]c(=O)n1CCc1ccccc1 the results were APJ ag -3, CHOP UPR activ 0.8, 697 NFkB inh -20, Mdm2 MdmX PPI -12, APJ antag -9, Jurkat NFkB inh -5, tim23-1 inh 15 and XBP1 UPR activ 0.
O=C(Nc1cc(S(=O)(=O)N2CCCCC2)ccc1N1CCOCC1)c1ccc(F)cc1 was read as APJ ag 6, CHOP UPR activ 2.2, 697 NFkB inh 11, Mdm2 MdmX PPI -4, APJ antag 23, Jurkat NFkB inh 16, tim23-1 inh 11 and XBP1 UPR activ 1.
Screening CCOc1cc(/C=N/O)cc(Br)c1OCC returned APJ ag 1, CHOP UPR activ 4.1, 697 NFkB inh 17, Mdm2 MdmX PPI 28, APJ antag 2, Jurkat NFkB inh 11, tim23-1 inh 0 and XBP1 UPR activ 4.
COc1ccc(Cn2nnnc2CN2CCN(c3ccc(OC)cc3)CC2)cc1 was read as APJ ag -2, CHOP UPR activ -1.8, 697 NFkB inh -5, Mdm2 MdmX PPI 0, APJ antag 6, Jurkat NFkB inh -5, tim23-1 inh 12 and XBP1 UPR activ 0.
`Cc1ccc(S(=O)(=O)/N=C(\CN2CCOCC2)N2CCOCC2)cc1` gave APJ ag -3, CHOP UPR activ 0.3, 697 NFkB inh 15, Mdm2 MdmX PPI -3, APJ antag 13, Jurkat NFkB inh 3, tim23-1 inh 16 and XBP1 UPR activ 0.
For COc1ccc(S(=O)(=O)N2CCOCC2)cc1NC(=O)Cc1coc2cc(C)c(C)cc12 the results were APJ ag 2, CHOP UPR activ -0.3, 697 NFkB inh -5, Mdm2 MdmX PPI 13, APJ antag 11, Jurkat NFkB inh -18, tim23-1 inh 7 and XBP1 UPR activ -1.
Screening O=C(COC(=O)C1CCN(c2ccc(C(F)(F)F)cn2)CC1)c1ccccc1 returned APJ ag -3, CHOP UPR activ -0.2, 697 NFkB inh 15, Mdm2 MdmX PPI 7, APJ antag -1, Jurkat NFkB inh -9, tim23-1 inh 11 and XBP1 UPR activ -1.
For CCN(CC)S(=O)(=O)c1ccc(-n2cnnn2)c(C)c1 the results were APJ ag 4, CHOP UPR activ 0.4, 697 NFkB inh 18, Mdm2 MdmX PPI 25, APJ antag 4, Jurkat NFkB inh -7, tim23-1 inh 2 and XBP1 UPR activ -2.
CCCSc1cc(NCCOC(=O)CCC)c([N+](=O)[O-])c2nonc12 was read as APJ ag -4, CHOP UPR activ 6.5, 697 NFkB inh 3, Mdm2 MdmX PPI -7, APJ antag 42*, Jurkat NFkB inh 10, tim23-1 inh 34 and XBP1 UPR activ -4.
CCOc1ccc(S(=O)(=O)Nc2nc3ccc(OC)cc3s2)cc1 was read as APJ ag -3, CHOP UPR activ 0.8, 697 NFkB inh 13, Mdm2 MdmX PPI -20, APJ antag 23, Jurkat NFkB inh 15, tim23-1 inh 8 and XBP1 UPR activ -1.
`O=C(N/N=C/c1cc2c(cc1Cl)OCO2)c1ccncc1` gave APJ ag 0, CHOP UPR activ 2.1, 697 NFkB inh 1, Mdm2 MdmX PPI -4, APJ antag 0, Jurkat NFkB inh -1, tim23-1 inh 10 and XBP1 UPR activ -2.

Overlap with the part before: 2 entries, followed by the next part.
CCOc1ccc(S(=O)(=O)Nc2nc3ccc(OC)cc3s2)cc1 was read as APJ ag -3, CHOP UPR activ 0.8, 697 NFkB inh 13, Mdm2 MdmX PPI -20, APJ antag 23, Jurkat NFkB inh 15, tim23-1 inh 8 and XBP1 UPR activ -1.
`O=C(N/N=C/c1cc2c(cc1Cl)OCO2)c1ccncc1` gave APJ ag 0, CHOP UPR activ 2.1, 697 NFkB inh 1, Mdm2 MdmX PPI -4, APJ antag 0, Jurkat NFkB inh -1, tim23-1 inh 10 and XBP1 UPR activ -2.
`O=C(NCCc1ccccc1)C1CCC(CNc2c(N3CCCCC3)c(=O)c2=O)CC1` (configuration not stated) gave APJ ag -2, CHOP UPR activ -3.2, 697 NFkB inh 16, Mdm2 MdmX PPI 24, APJ antag 1, Jurkat NFkB inh 6, tim23-1 inh -7 and XBP1 UPR activ -1.
For CNC(=O)CO/N=C/c1ccc(N(C)C)cc1 the results were APJ ag -3, CHOP UPR activ 1.9, 697 NFkB inh 11, Mdm2 MdmX PPI 16, APJ antag 1, Jurkat NFkB inh -33, tim23-1 inh -2 and XBP1 UPR activ 2.
For Cc1ccc(-c2cc3ncc(C#N)c(N)n3n2)cc1 the results were APJ ag -3, CHOP UPR activ 4.2, 697 NFkB inh -42, Mdm2 MdmX PPI -31, APJ antag 4, Jurkat NFkB inh -43, tim23-1 inh -23 and XBP1 UPR activ -2.
For Cc1cc2c(cc1S(=O)(=O)CCC(=O)NC1CCCCC1C)OCC(=O)N2 (configuration not stated) the results were APJ ag -1, CHOP UPR activ -0.9, 697 NFkB inh 6, Mdm2 MdmX PPI -17, APJ antag 8, Jurkat NFkB inh 10, tim23-1 inh -2 and XBP1 UPR activ 8.
`O=C(Oc1ccc(C(=S)N2CCOCC2)cc1)c1ccccc1F` gave APJ ag -1, CHOP UPR activ -0.4, 697 NFkB inh 12, Mdm2 MdmX PPI 16, APJ antag -3, Jurkat NFkB inh -6, tim23-1 inh 19 and XBP1 UPR activ 4.
Screening CCCCc1ccc(-c2ccc(Br)cc2)nc1 returned APJ ag -4, CHOP UPR activ 1.4, 697 NFkB inh -234, Mdm2 MdmX PPI -171, APJ antag 22, Jurkat NFkB inh -130, tim23-1 inh 15 and XBP1 UPR activ -6.
For CCOC(=O)N1CCN(C(=O)CCN2C(=O)COc3ccc(C)cc32)CC1 the results were APJ ag -3, CHOP UPR activ 0.3, 697 NFkB inh -2, Mdm2 MdmX PPI -13, APJ antag 12, Jurkat NFkB inh 8, tim23-1 inh -4 and XBP1 UPR activ -1.
CCN(CC)C(=O)[C@H]1CC(CC(=O)NCC23CC4CC(CC(C4)C2)C3)C(=O)N2CCc3c([nH]c4ccccc34)[C@]12C (some centres not stated) was read as APJ ag -2, CHOP UPR activ 5.8, 697 NFkB inh 15, Mdm2 MdmX PPI 69*, APJ antag -2, Jurkat NFkB inh 8, tim23-1 inh 24 and XBP1 UPR activ 19.
For CCC1c2ccc(C)n2CCN1C(=O)Nc1ccccc1OC (configuration not stated) the results were APJ ag -4, CHOP UPR activ 1.7, 697 NFkB inh -13, Mdm2 MdmX PPI 4, APJ antag 0, Jurkat NFkB inh -14, tim23-1 inh 13 and XBP1 UPR activ 4.
Screening CCn1c(SCC(=O)Nc2cccc(C)c2)nc2c(c1=O)SC(C)C2 (configuration not stated) returned APJ ag -1, CHOP UPR activ -0.1, 697 NFkB inh 6, Mdm2 MdmX PPI -14, APJ antag -4, Jurkat NFkB inh -1, tim23-1 inh 14 and XBP1 UPR activ -3.
Screening O=C(NC1CCCCCC1)C1C2C=CC3(CN(Cc4cccnc4)C(=O)C13)O2 (configuration not stated) returned APJ ag -4, CHOP UPR activ -1.2, 697 NFkB inh -14, Mdm2 MdmX PPI -39, APJ antag 6, Jurkat NFkB inh -7, tim23-1 inh 9 and XBP1 UPR activ -1.
